Screening results deposited in PubChem BioAssay by NCI.
Growth percent in the NCI-60 one-dose screen (48 h, 10 µM unless noted): 100 = growth as untreated, 0 = no growth, -100 = all killed.
HOP-92 = HOP-92 NSCLC cells | 71,000 tested, 6.3% active | AID 1794738
RPMI-8226 = RPMI-8226 leukemia cells | 77,000 tested, 7.5% active | AID 1794781
SR = SR leukemia cells; 73,000 tested, 8.7% active
CCRF-CEM = CCRF-CEM leukemia | 77,000 tested, 7% active | AID 1794778
EKVX = EKVX NSCLC | AID 1794765 | 71,000 tested, 3% active
A549/ATCC = A549/ATCC NSCLC | AID 1794740 | 81,000 tested, 3.7% active
MOLT-4 = MOLT-4 leukemia cells | 80,000 tested, 6.9% active | AID 1794779
HOP-62 = HOP-62 NSCLC. 80,000 tested, 3.9% active
The depositor's hits bear a star; & = joins results of further samples; [ ] = another dose, or the depositor's remark. The calls were made as follows: active = growth percent below 10; inactive = the rest.

`O=C(Nc1cccc2c1C(=O)c1cccc(NC(=O)c3ccc(C(=O)Nc4cccc5c4C(=O)c4cccc(NC(=O)c6ccccc6)c4C5=O)cc3)c1C2=O)c1ccccc1` gave HOP-92 58, RPMI-8226 105, SR 9.0*, CCRF-CEM 115, EKVX 87, A549/ATCC 100, MOLT-4 75 and HOP-62 103.
`O=C1Nc2ccccc2/C1=C/c1cn(CCCn2cc(/C=C3\C(=O)Nc4ccccc43)c3ccccc32)c2ccccc12` gave HOP-92 83, RPMI-8226 97, SR 73, CCRF-CEM 64, EKVX 75, A549/ATCC 60, MOLT-4 65 and HOP-62 81.
Screening N#C/C(=C/c1cc([N+](=O)[O-])c(O)c([N+](=O)[O-])c1)C(N)=O returned RPMI-8226 97, A549/ATCC 104, MOLT-4 95 and HOP-62 106.
Screening CN(C)CCOC(=O)Nc1cccc(Cl)c1 returned HOP-92 90&91, RPMI-8226 100&97, SR 92&102, CCRF-CEM 103&100, EKVX 86&110, A549/ATCC 99&116, MOLT-4 99&97 and HOP-62 84&99.
Screening CN(C)C1(C(N)=O)CCN(Cc2ccccc2)CC1 returned HOP-92 105, RPMI-8226 111, CCRF-CEM 105, EKVX 91, A549/ATCC 105, MOLT-4 95 and HOP-62 106.
For Nc1ccn(C2OC(CO)C(O)C2F)c(=O)n1 (stereo not given) the results were HOP-92 78, RPMI-8226 74, CCRF-CEM 19, EKVX 96, A549/ATCC 68, MOLT-4 -15* and HOP-62 63.
`CSc1nn(-c2ccccc2)c2ncnc(Oc3ccccc3C)c12` gave RPMI-8226 85, SR 79, CCRF-CEM 105, A549/ATCC 92, MOLT-4 95 and HOP-62 87.
C(=C\c1ccccn1)/c1ccccc1 was read as SR 120, EKVX 107, A549/ATCC 89, MOLT-4 84 and HOP-62 101.
For COc1ccc(NC(=O)Oc2cc(C)ccc2C(C)C)cc1 the results were SR 96, CCRF-CEM 87, EKVX 101, A549/ATCC 103, MOLT-4 90 and HOP-62 95.
`CC(=O)C1CCCC1=O` (stereo not given) gave RPMI-8226 95, SR 96, CCRF-CEM 89, EKVX 106, A549/ATCC 99, MOLT-4 96 and HOP-62 109.
For C/C=C(\C)C(=O)OCC the results were HOP-92 87, RPMI-8226 91, SR 87, A549/ATCC 95, MOLT-4 99 and HOP-62 107.
For Cn1cc(C2=C(c3cccc4ccccc34)C(=O)NC2=O)c2cccnc21 the results were HOP-92 110, RPMI-8226 118, SR 94, CCRF-CEM 112, EKVX 93, A549/ATCC 96, MOLT-4 110 and HOP-62 93.
Screening CC1OC(C)(Cc2ccccc2)OC1C (stereo not given) returned HOP-92 73, RPMI-8226 102, SR 98, CCRF-CEM 95, EKVX 100, A549/ATCC 106, MOLT-4 93 and HOP-62 105.
Nc1cccc(-c2cc(Cl)cc3c(=O)[nH]c(N4CCOCC4)nc23)c1 was read as HOP-92 53, RPMI-8226 92, SR 92, CCRF-CEM 104, EKVX 99, A549/ATCC 82, MOLT-4 88 and HOP-62 97.
CC/C(=C(\c1ccc(O)cc1)c1ccc(OCCN(C)C(=O)COCCNC(=O)Cc2ccc3c(c2)CN([C@@H]2CCC(=O)NC2=O)C3=O)cc1)c1ccccc1 was read as HOP-92 -0.2*, RPMI-8226 52, CCRF-CEM -7.6*, EKVX 92, A549/ATCC 75 and HOP-62 16.
For N#Cc1cn(-c2ncc(C(N)=O)c(N)n2)nc1-c1ccc(Cl)cc1 the results were HOP-92 89, RPMI-8226 96, SR 80, CCRF-CEM 100, EKVX 99, A549/ATCC 78, MOLT-4 69 and HOP-62 86.
CSC1=Nc2c(c(C)c(-c3ccccc3)n2CCCN2CCCCC2)C2=NC(=O)C[C@H](C)N12 was read as RPMI-8226 -51*, SR 2.4*, CCRF-CEM 21, EKVX 42, A549/ATCC 32, MOLT-4 68 and HOP-62 82.
`Cc1ccc(C(=O)CCC(=O)O)c(C)c1` gave HOP-92 109, RPMI-8226 96, SR 105, MOLT-4 97 and HOP-62 106.
NC(=O)c1ccc(Cl)c2ccccc12 was read as RPMI-8226 89, SR 104, CCRF-CEM 99, EKVX 98, A549/ATCC 91, MOLT-4 104 and HOP-62 72.
Screening Cc1cc(N/N=C/c2nc(-c3ccc(Br)cc3)oc2C)c2cc(Br)ccc2n1 returned HOP-92 79, RPMI-8226 -9.4*, SR 2.2*, CCRF-CEM -4.6*, EKVX 91, A549/ATCC 33, MOLT-4 7.3* and HOP-62 105.
CC(Sc1nc2ccccc2c(=O)n1CCc1ccc(S(N)(=O)=O)cc1)C(=O)Nc1ccc(Cl)cc1 (stereo not given) was read as HOP-92 107, RPMI-8226 66, SR 77, CCRF-CEM 64, EKVX 70, A549/ATCC 70, MOLT-4 68 and HOP-62 84.
Cc1c(O)cc(O)c(C2(c3c(O)cc(O)c(C)c3O)OC(=O)c3ccccc32)c1O was read as HOP-92 99, RPMI-8226 103, SR 114, CCRF-CEM 107, EKVX 104, A549/ATCC 110, MOLT-4 118 and HOP-62 107.
Screening COc1ccc(C2CC(c3ccccc3)=NN2C(=O)c2ccc(S(C)(=O)=O)cc2)cc1 (stereo not given) returned RPMI-8226 97, SR 103, CCRF-CEM 100, EKVX 88, A549/ATCC 76, MOLT-4 74 and HOP-62 91.
For C[C@@H](NC(=O)CSc1nnc(-c2ccc(NC(=O)c3cccnc3)cc2)o1)C(=O)O the results were HOP-92 107, CCRF-CEM 97, EKVX 112, A549/ATCC 100, MOLT-4 105 and HOP-62 104.
Screening O=C(N/N=C/c1cccc(C(F)(F)F)c1)c1ccc(C(F)(F)F)nc1Nc1cccc(O)c1 returned HOP-92 99, RPMI-8226 93, SR 124, CCRF-CEM 100, EKVX 101, A549/ATCC 100, MOLT-4 106 and HOP-62 96.
COc1ccc(C2c3sc4c(F)cccc4c3Oc3ncnc(N)c32)cc1 (stereo not given) was read as HOP-92 94, RPMI-8226 99, SR 73, CCRF-CEM 103, EKVX 103, A549/ATCC 105, MOLT-4 113 and HOP-62 99.
`C=C(C)[C@@H]1CC[C@]2(C(N)=O)CC[C@]3(C)[C@H](CC[C@@H]4[C@@]5(C)C/C(=C/c6cccnc6)[C@H](O)C(C)(C)[C@@H]5CC[C@]43C)[C@@H]12` gave HOP-92 23[100 µM], RPMI-8226 13[100 µM], SR 13[100 µM], CCRF-CEM 5.5*[100 µM], EKVX 34[100 µM], A549/ATCC 23[100 µM], MOLT-4 2.0*[100 µM] and HOP-62 28[100 µM].
For N#Cc1c[nH]c(=O)[nH]c1=O the results were HOP-92 77, RPMI-8226 82, SR 108, CCRF-CEM 84, EKVX 84, A549/ATCC 103, MOLT-4 128 and HOP-62 89.
For N=C1SC2C(=NC(=O)NC2c2ccc(O)cc2)N1c1nccs1 (stereo not given) the results were HOP-92 111, RPMI-8226 106, SR 92, CCRF-CEM 103, EKVX 97, A549/ATCC 107, MOLT-4 80 and HOP-62 95.
`Cc1cc(N2CCCCC2)nc2ccc(Cc3ccccc3)cc12` gave HOP-92 72, RPMI-8226 89, SR 83, CCRF-CEM 88, EKVX 91, A549/ATCC 94, MOLT-4 91 and HOP-62 99.
COc1ccc(/C=N/NC(=O)c2cnn3c2NC(c2ccccc2)C3)cc1OC1CCCCC1 (stereo not given) was read as HOP-92 99, RPMI-8226 69, SR 46, CCRF-CEM 73, A549/ATCC 84, MOLT-4 60 and HOP-62 85.
`Nc1[nH]nc2c1-c1nc3ccccc3n1C(N)N2` (stereo not given) gave HOP-92 96, RPMI-8226 103, SR 106, CCRF-CEM 97, EKVX 86, A549/ATCC 91, MOLT-4 103 and HOP-62 103.
`CCCCc1ccc(C(O)(CCN2CC3CCC(CC3)C2)c2ccccc2)cc1` (stereo not given) gave HOP-92 75, RPMI-8226 72, SR 68, EKVX 87, A549/ATCC 96, MOLT-4 81 and HOP-62 106.
Screening Cc1cccc(C(=O)NNC(=O)c2ccc3ccccc3c2)c1 returned HOP-92 97, RPMI-8226 95, SR 100, CCRF-CEM 93, EKVX 103, A549/ATCC 103, MOLT-4 92 and HOP-62 86.
Screening Cc1[nH]nc2c1C(c1cn[nH]c1-c1ccc(F)cc1)C(C#N)=C(N)O2 (stereo not given) returned HOP-92 27, RPMI-8226 77, SR 74, EKVX 92, A549/ATCC 90, MOLT-4 99 and HOP-62 96.
For c1ccc2c3c(ccc2c1)C[C@H]1C[C@@H](c2ccoc2)N3O1 the results were RPMI-8226 103, SR 100, CCRF-CEM 103, EKVX 94, A549/ATCC 92, MOLT-4 90 and HOP-62 97.

Part of the list above in order of number of heavy atoms, largest number first.
Screening O=C(N/N=C/c1cccc(C(F)(F)F)c1)c1ccc(C(F)(F)F)nc1Nc1cccc(O)c1 returned HOP-92 99, RPMI-8226 93, SR 124, CCRF-CEM 100, EKVX 101, A549/ATCC 100, MOLT-4 106 and HOP-62 96.
For c1ccc2c3c(ccc2c1)C[C@H]1C[C@@H](c2ccoc2)N3O1 the results were RPMI-8226 103, SR 100, CCRF-CEM 103, EKVX 94, A549/ATCC 92, MOLT-4 90 and HOP-62 97.
`Nc1[nH]nc2c1-c1nc3ccccc3n1C(N)N2` (stereo not given) gave HOP-92 96, RPMI-8226 103, SR 106, CCRF-CEM 97, EKVX 86, A549/ATCC 91, MOLT-4 103 and HOP-62 103.

Structural class, the entries above containing a Cl atom
Screening CN(C)CCOC(=O)Nc1cccc(Cl)c1 returned HOP-92 90&91, RPMI-8226 100&97, SR 92&102, CCRF-CEM 103&100, EKVX 86&110, A549/ATCC 99&116, MOLT-4 99&97 and HOP-62 84&99.
Nc1cccc(-c2cc(Cl)cc3c(=O)[nH]c(N4CCOCC4)nc23)c1 was read as HOP-92 53, RPMI-8226 92, SR 92, CCRF-CEM 104, EKVX 99, A549/ATCC 82, MOLT-4 88 and HOP-62 97.
For N#Cc1cn(-c2ncc(C(N)=O)c(N)n2)nc1-c1ccc(Cl)cc1 the results were HOP-92 89, RPMI-8226 96, SR 80, CCRF-CEM 100, EKVX 99, A549/ATCC 78, MOLT-4 69 and HOP-62 86.
NC(=O)c1ccc(Cl)c2ccccc12 was read as RPMI-8226 89, SR 104, CCRF-CEM 99, EKVX 98, A549/ATCC 91, MOLT-4 104 and HOP-62 72.
CC(Sc1nc2ccccc2c(=O)n1CCc1ccc(S(N)(=O)=O)cc1)C(=O)Nc1ccc(Cl)cc1 (stereo not given) was read as HOP-92 107, RPMI-8226 66, SR 77, CCRF-CEM 64, EKVX 70, A549/ATCC 70, MOLT-4 68 and HOP-62 84.

Following part.
Screening N#Cc1ccc([N+](=O)[O-])cc1OCCCN1CCOCC1 returned HOP-92 101, RPMI-8226 106, SR 116, CCRF-CEM 114, EKVX 106, A549/ATCC 109, MOLT-4 110 and HOP-62 109.
For CN1CCN(CC#CCn2c3c(c4ccccc42)C[C@]2(C)[C@H]4CC=C5[C@@H]6CC(C)(C)CC[C@]6(C(=O)N6CCOCC6)CC[C@@]5(C)[C@]4(C)CC[C@H]2C3(C)C)CC1 the results were HOP-92 23, RPMI-8226 45, SR -4.8*, CCRF-CEM 35, EKVX 75, A549/ATCC 42, MOLT-4 34 and HOP-62 92.
`N=S(=O)(NC(=O)c1ccc(Cl)cc1)c1ccc(Cl)cc1` (stereo not given) gave HOP-92 82, RPMI-8226 92, SR 81, CCRF-CEM 95, A549/ATCC 85, MOLT-4 84 and HOP-62 96.
CC1(C)CC[C@]2(C(=O)N3CCNCC3)CC[C@]3(C)C(=CC[C@@H]4[C@@]5(C)CCC(=O)C(C)(C)[C@@H]5CC[C@]43C)[C@@H]2C1 was read as HOP-92 109, RPMI-8226 104, SR 109, CCRF-CEM 106, EKVX 97, A549/ATCC 102, MOLT-4 103 and HOP-62 97.
For CCCCc1nc2c(N)nc3ccccc3c2n1Cc1ccc(CNC(=O)OC(C)(C)C)cc1 the results were HOP-92 33, RPMI-8226 46, SR 34, CCRF-CEM 58, EKVX 65, A549/ATCC 73, MOLT-4 21 and HOP-62 70.
`CCCCCCCCCCCCCCCCCCOc1ccc(CC(=O)NCC[N+]2(C)CCCCC2)cc1` gave HOP-92 94, RPMI-8226 79, SR 59, CCRF-CEM 55, EKVX 98, A549/ATCC 76, MOLT-4 74 and HOP-62 79.
`CCOS(=O)(=O)C1CCCC1` gave RPMI-8226 98, SR 90, A549/ATCC 109, MOLT-4 96 and HOP-62 103.
Screening COc1cc(C2(C)NC(=O)NC2=O)cc(OC)c1OC (stereo not given) returned HOP-92 85, RPMI-8226 98, SR 96, CCRF-CEM 96, EKVX 98, A549/ATCC 96, MOLT-4 98 and HOP-62 89.
For Brc1ccc(N=Nc2ccccc2)cc1 the results were HOP-92 108, RPMI-8226 114, SR 100, CCRF-CEM 104, EKVX 101, A549/ATCC 94, MOLT-4 111 and HOP-62 97.
CCOC(=O)/C=C/c1ccc(N(C)C)cc1 was read as HOP-92 99, RPMI-8226 96, SR 81, CCRF-CEM 91, EKVX 99, A549/ATCC 73, MOLT-4 93 and HOP-62 86.
For Nc1ccccc1SC1CC(=O)N(c2ccc(I)cc2)C1=O (stereo not given) the results were HOP-92 100, RPMI-8226 85, SR 69, CCRF-CEM 90, EKVX 91, A549/ATCC 87, MOLT-4 81 and HOP-62 80.
